Assay outcomes deposited in PubChem by National Center for Advancing Translational Sciences (NCATS).
IL-2 act: qHTS of IL-2 Activators; IL-2 activation reporter assay, cell-based qHTS; stimulated with anti-CD3/CD4/CD28 beads; in transgenic mouse T cells; activation, % (series mostly up to about 46 µM); 360,000 tested, 0.065% active; AID 652025, 2013; in the data active = activation above about 50%; inconclusive = mostly about 30% to 49%; also: 0% is about no effect
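Readout: EGFP and DsRed signals by fluorescent plate cytometry. Unstimulated transgenic mouse T cells received compound 60 min before antibody-bead stimulation, then incubated 18 h at 37 degrees C.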
WRN helicase inh: qHTS for Inhibitors of WRN Helicase; Bifunctional 3'-5' exonuclease/ATP-dependent helicase WRN (Homo sapiens), Q14191; WRN helicase unwinding, fluorescent forked duplex, kinetic; Potency, µM (titrated, usually from 114 µM), without a hit: at the top dose activity change, negative = inhibition, actives largely listed as inhibitors; 360,000 tested, 0.46% active; AID 651768, 2012; also: potency is read from the fitted curve at half-maximal effect; % is scaled to controls: 0 for no effect and ±100 for the full control effect; nearly all actives have a fitted effect of over 55% in size
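Primary qHTS, 1536-well format. 20 nM WRN + compound, 15 min RT; start with 100 nM forked fluorophore/quencher duplex, 2 mM ATP (final); kinetic read ex 525/em 598 nm.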
PI5P4K alpha inh: qHTS for Inhibitors of phosphatidylinositol 5-phosphate 4-kinase (PI5P4K); Phosphatidylinositol 5-phosphate 4-kinase type-2 alpha (Homo sapiens), P48426; PI5P4Kalpha enzyme, ADP-Glo luminescence, 60 min; hits give low values; max response, %; 330,000 tested, 1.2% active; active = max response of -50% or lower; inconclusive = between -30% and -50%; inactive = -30% or higher; also: value at the top dose of about 77 µM; % is scaled to controls: 0 for no effect and ±100 for the full control effect
Target sequence (P48426 whole entry, looked up): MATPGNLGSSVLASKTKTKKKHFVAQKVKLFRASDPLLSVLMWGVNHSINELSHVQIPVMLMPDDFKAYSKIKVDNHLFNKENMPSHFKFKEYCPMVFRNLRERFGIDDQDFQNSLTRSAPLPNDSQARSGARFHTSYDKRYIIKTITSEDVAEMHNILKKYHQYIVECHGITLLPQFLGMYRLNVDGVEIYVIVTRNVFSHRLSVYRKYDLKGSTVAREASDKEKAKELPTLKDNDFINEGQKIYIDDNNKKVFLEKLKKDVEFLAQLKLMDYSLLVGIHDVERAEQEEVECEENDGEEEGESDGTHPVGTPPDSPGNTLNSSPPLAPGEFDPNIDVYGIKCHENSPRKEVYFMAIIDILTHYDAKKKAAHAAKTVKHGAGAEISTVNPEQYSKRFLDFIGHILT
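Luminescence from ADP-Glo served as readout of PI5P4Kalpha activity in a qHTS format. Reaction: enzyme, substrate, compound, ATP at 5 microM final, 60 min at RT.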
GLP-1R agonist: qHTS of GLP-1 Receptor Agonists; Potency, µM (doses to about 45.6 µM), inactives show at the top dose activation, most hits filed as activators; HEK293 GLP-1R CRE-luciferase, luminescence, 4-6 h; cells express a hypersensitive GLP-1R form; 380,000 tested, 0.007% active; AID 624172, 2012; Glucagon-like peptide 1 receptor (Homo sapiens), P43220; also: potency is read from the fitted curve at half-maximal effect; % of control where 0% means no effect
DRD3 antagonist: qHTS of D3 Dopamine Receptor Antagonist: qHTS | D3R cells, DiscoveRx beta-arrestin luminescence, antagonist mode; hits give low values | max response, negative = inhibition, % | 360,000 tested, 2.5% active | AID 652054, 2013; in the data active = max response below about -50%; inconclusive = no clear call, values can overlap the other calls; also: % is scaled to controls: 0 for no effect and ±100 for the full control effect; mostly tested at two doses, the higher about 12 µM
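Cells expressing the human receptor were seeded at 1500 cells/well, incubated overnight at 37 degrees C in 5% CO2, then exposed to library compounds with dopamine controls for 90 minutes at 37 degrees C before luminescent detection.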
GLP-1R inv ag: qHTS of GLP-1 Receptor Inverse Agonists (Inhibition Mode) | Glucagon-like peptide 1 receptor (Homo sapiens), P43220 | HEK293 GLP-1R CRE-luciferase, luminescence, 24 h; GLP-1R form is constitutively active | 410,000 tested, 1.6% active | Potency, µM (titrated, usually from 38.3 µM), without a hit: top-dose activity change, negative = inhibition, most hits filed as inhibitors; also: potency is read from the fitted curve at half-maximal effect; % is scaled to controls: 0 for no effect and ±100 for the full control effect; nearly all actives have a fitted effect of over 55% in size
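Readout was luciferase luminescence, measured 12 min after detection reagent at room temperature. Beforehand, GLP-1R reporter HEK293 cells had sat 12 h, then received compounds for 24 hr at 37 deg C.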
PLK1 PBD inh: qHTS for Inhibitors of PLK1-PDB (polo-like kinase 1 - polo-box domain): Primary Screen. Potency, µM, inactives show max response, negative = inhibition, actives largely listed as inhibitors. Serine/threonine-protein kinase PLK1 (Homo sapiens), P53350. 360,000 tested, 2.8% active. Plk1 PBD binding of FITC phosphopeptide, fluorescence polarization; also: potency is read from the fitted curve at half-maximal effect; series mostly up to about 57 µM; % is scaled to controls: 0 for no effect and ±100 for the full control effect; nearly all actives have a fitted effect of over 65% in size
Target sequence (P53350 whole entry, looked up, the tested form may be a part): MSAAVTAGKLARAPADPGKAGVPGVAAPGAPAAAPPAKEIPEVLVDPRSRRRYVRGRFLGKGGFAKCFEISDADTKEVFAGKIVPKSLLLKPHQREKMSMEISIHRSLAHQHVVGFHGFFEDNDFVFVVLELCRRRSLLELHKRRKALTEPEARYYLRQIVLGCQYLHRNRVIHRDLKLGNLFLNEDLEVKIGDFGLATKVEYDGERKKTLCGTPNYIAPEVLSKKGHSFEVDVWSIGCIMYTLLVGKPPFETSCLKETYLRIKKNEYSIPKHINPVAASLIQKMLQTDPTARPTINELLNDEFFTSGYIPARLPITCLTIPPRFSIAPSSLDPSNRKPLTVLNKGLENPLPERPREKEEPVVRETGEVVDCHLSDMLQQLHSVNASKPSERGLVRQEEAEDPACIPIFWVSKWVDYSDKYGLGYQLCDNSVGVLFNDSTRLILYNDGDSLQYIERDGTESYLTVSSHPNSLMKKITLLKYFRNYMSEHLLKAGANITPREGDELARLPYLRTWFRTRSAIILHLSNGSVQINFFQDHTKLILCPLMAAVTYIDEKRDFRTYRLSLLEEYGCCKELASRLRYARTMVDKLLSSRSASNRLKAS
GLP1R cytotox: qHTS of GLP-1 Receptor Inverse Agonists: Cytotox Screen; Potency, µM (top dose mostly 38.3 µM), without a hit: top-dose activity change, negative = inhibition, usual class: inhibitors; 410,000 tested, 0.13% active; HEK293 cAMP-luciferase reporter cells, luminescence, 24 h;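 also: loss of luciferase light is scored as toxicity; potency is read from the fitted curve at half-maximal effect; % is scaled to controls: 0 for no effect and ±100 for the full control effect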
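To flag toxic compounds, the library was rerun on cells for 24 hr at 37 deg C and 5% CO2. Viability-linked luminescence was captured 12 min after adding luciferase detection reagent.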
D3 ag: qHTS of D3 Dopamine Receptor Agonist: qHTS; D(3) dopamine receptor (Homo sapiens), P35462; D3R DiscoveRx beta-arrestin cells, luminescence, 90 min; max activation, %; 410,000 tested, 0.58% active; in the data active = max activation above about 30%; also: 0% is about no effect; mostly tested at two doses, the higher about 12 µM
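Cells at 1500/well, incubated overnight, then treated with pinned compounds (dopamine as control) for 90 min at 37 degrees C. DiscoveRx reagent added for 30 - 60 minutes at room temperature; luminescence read.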
* hit, by the source's call; ? = inconclusive; · = no result given; [ ] = remark or other dose. Unless noted, calls follow the shape of the dose curve; as a rule, active = well fitted curve in the direction sought with a large enough effect; inconclusive = small, poorly fitted or top-dose-only effect, or another doubt; inactive = no such curve, though single readings can be large; an effect the other way counts as inactive or inconclusive. Random draw from the library (roughly 7.8% active in at least one column).

no.	Structure	IL-2 act	WRN helicase inh	PI5P4K alpha inh	GLP-1R agonist	DRD3 antagonist
1	Cc1[nH]c2ccccc2c1-c1csc(NC(=O)CSCC(=O)O)n1	2.3	2%	-24	-6%	4
2	C=CCN1C=C(C(=O)c2ccccc2)C(=O)CC1	0.4	0%	-4	0%	-7
3	N#Cc1c(NC(=O)C2CCCO2)sc2c1CCCCCC2 (stereo unspecified)	0.9	4%	-14	13%	-27
4	CC(C)(C)c1ccc(NC(=O)CCNC(=O)c2ccco2)cc1	-5.1	6%	1	9%	-12
5	O=C(CN1CCN(c2ncccn2)CC1)Nc1ccccc1-n1cccc1	0.2	-15%	·	-1%	-16
6	Cc1nn(CCC(=O)NCCc2ccccc2Cl)c(=O)c2nn(-c3ccccc3)c(C)c12	-2.1	1%	-4	-1%	12
7	CC1=C(C(=O)N2CCOCC2)C(c2ccc(Br)cc2)NC(=S)N1c1ccccc1 (stereo unspecified)	-0.3	4%	4	3%	-11
8	CCOc1ccc(NC(=O)N(CCN(C)C)C(C)c2ccncc2)cc1 (stereo unspecified)	1.7	2%	-2	-4%	8
9	COc1cnc(-c2ccccn2)nc1N(C)c1ccccc1	0.3	10%	-2	10%	-68*
10	Cc1noc(C)c1C(=O)NC1=NCCS1	1.6	3%	0	-2%	-2
11	CCS(=O)(=O)N1Cc2ccccc2CC1C(=O)N1CCN(c2cccc(C)c2C)CC1 (stereo unspecified)	-0.7	-10%	-13	-1%	25
12	Cc1ccccc1-c1nc(CN2CCC(C(=O)O)CC2)c(C)o1	-0.1	4%	-3	0%	6

no.	GLP-1R inv ag	PLK1 PBD inh	GLP1R cytotox	D3 ag
1	2%	-6%	4%	-16
2	7%	-12%	3%	-8
3	-28%	-8%	3%	-20
4	?	-10%	-3%	-4
5	?	-8%	6%	-12
6	-35%	30µM*	-1%	-4
7	-4%	-14%	-8%	8
8	-5%	-11%	12%	-2
9	?	-8%	?	-22
10	5%	-14%	0%	2
11	-41%	-3%	-5%	0
12	9%	0%	-13%	-2

The closing two entries of the section before open the next one:
no.	Structure	IL-2 act	WRN helicase inh	PI5P4K alpha inh	GLP-1R agonist	DRD3 antagonist
11	CCS(=O)(=O)N1Cc2ccccc2CC1C(=O)N1CCN(c2cccc(C)c2C)CC1 (stereo unspecified)	-0.7	-10%	-13	-1%	25
12	Cc1ccccc1-c1nc(CN2CCC(C(=O)O)CC2)c(C)o1	-0.1	4%	-3	0%	6
13	C/C(=N\NS(=O)(=O)c1c(C)cc(C)cc1C)c1ccncc1	-2.7	11%	-2	-4%	7
14	CC(C)CC1=NN(C(=O)c2cccnc2)C(O)(C(F)(F)F)C1 (stereo unspecified)	-2.4	5%	-2	-3%	-4
15	CCOc1ccc(-c2nn3c(-c4ccc(F)cc4)nnc3s2)cc1	-1.4	-1%	·	1%	-64*
16	CCC(C)Sc1nnc(Cc2cc(=O)[nH]c(=O)[nH]2)n1-c1ccc(OC)cc1 (stereo unspecified)	0.8	5%	3	-5%	22
17	COc1ccc(N2CC(C(=O)Nc3nnc(SCC(=O)N4CCOCC4)s3)CC2=O)cc1 (stereo unspecified)	-1.0	0%	?	0%	-17
18	O=C(Cn1cnnn1)NCCc1ccc(Cl)cc1Cl	0.5	-23%	0	6%	0
19	CCOc1ccccc1NC(=O)NCc1ccccn1	-2.9	-5%	6	7%	-8
20	CCOC(=O)C1(C)C=C(Nc2ccc(C)cc2)C(=O)N1c1ccccc1 (stereo unspecified)	·	·	·	0%	·
21	COc1ccc(/C=C(\NC(=O)c2ccco2)C(=O)NCCc2nc3ccccc3[nH]2)cc1	-0.6	-3%	-4	-1%	0
22	Cc1cccc(-n2[nH]c(C)c(C=Nc3ccc4[nH]c(=O)[nH]c4c3)c2=O)c1	?	-12%	-10	-3%	9
23	CC(C)NC(=O)c1ccc(-c2ccc(F)c(F)c2)c2ccoc12	-0.5	3%	-3	?	18
24	Cc1nn(-c2ccccc2)nc1-c1nnc(-c2ccc(C(F)(F)F)cc2)o1	2.9	-1%	4	-3%	5

no.	GLP-1R inv ag	PLK1 PBD inh	GLP1R cytotox	D3 ag
11	-41%	-3%	-5%	0
12	9%	0%	-13%	-2
13	14%	-17%	-7%	6
14	?	-9%	-10%	4
15	-2%	-17%	7%	-2
16	10%	-8%	9%	-1
17	3%	-27%	?	-12
18	-13%	0%	5%	-3
19	6%	-16%	-1%	1
20	0%	·	1%	5
21	2%	-3%	7%	11
22	10%	-18%	19%	-2
23	?	5%	6%	8
24	14%	2%	-11%	0

Entries by screen from above.
Compounds 19 to 23 in WRN helicase inh, in turn: -5%, ·, -3%, -12%, 3%
Compounds 19 to 23 in GLP-1R agonist, in turn: 7%, 0%, -1%, -3%, ?
Compounds 19 to 23 in GLP-1R inv ag, in turn: 6%, 0%, 2%, 10%, ?

(further entries)
no.	Structure	IL-2 act	WRN helicase inh	PI5P4K alpha inh	GLP-1R agonist	DRD3 antagonist
25	O=C(O)c1ccc(N/N=C/c2c[nH]c3ccccc23)cc1	0.3	3%	-4	-12%	2
26	O=C(Nc1ccc2c(c1)OCCO2)c1ccc(CN2CCOCC2)cc1	-2.0	2%	-5	3%	5
27	COc1ccc(-n2nc3c(c2NC(=O)c2ccc(Br)o2)CS(=O)(=O)C3)cc1	-1.9	-7%	2	1%	0
28	C=CCC[C@@H](Cc1ccc(F)cc1)C(=O)OC[C@H](Cc1c[nH]c2ccccc12)NC(=O)[C@H](CC=C)CC(=O)NCCO	0.0	-7%	10	-1%	12
29	CCOC(=O)N1CCC(NC(=O)CSCc2nc(-c3ccc(OC)c(OC)c3)oc2C)CC1	-2.1	-5%	2	0%	?
30	COc1ccccc1-c1nc(C#N)c(NCCCn2ccnc2)o1	0.4	-4%	0	8%	13
31	COc1cc(C(=O)Nc2c(C(=O)O)[nH]c3ccc(C)cc23)cc(OC)c1OC	-1.5	-2%	-2	-5%	-13
32	N#Cc1ccccc1S(=O)(=O)N1CCN(C(=O)C2CCCCC2)CC1	0.3	-2%	7	-8%	-1
33	CCCCCCCNC(=O)CN1C(=O)CSc2ccc(S(=O)(=O)N3CCOCC3)cc21	-0.6	1%	-1	15%	-21
34	CC(C)c1ccc(NC(=O)N2CCN(S(=O)(=O)c3ccccc3)CC2)cc1	-1.1	2%	4	4%	6
35	NS(=O)(=O)c1cccc(NC(=O)CSc2ncnc3ccccc23)c1	2.1	-8%	-4	1%	-15
36	CCOC(=O)C1/C(=N\O)CC(C)(O)C(C(=O)OCC)C1c1ccc(OC)c(OC)c1 (stereo unspecified)	0.8	7%	-2	-5%	14

no.	GLP-1R inv ag	PLK1 PBD inh	GLP1R cytotox	D3 ag
25	5.6µM*	-27%	0%	3
26	-14%	4%	-8%	1
27	58%[activator]	-8%	-3%	-7
28	?	-5%	?	8
29	0%	-10%	8%	-15
30	17%	-2%	3%	8
31	?	-13%	-9%	-8
32	0%	-19%	6%	1
33	?	-4%	5%	-3
34	5.6µM*	-1%	-6%	3
35	?	-19%	4%	3
36	6%	-7%	-3%	4

The list goes on:
no.	Structure	IL-2 act	WRN helicase inh	PI5P4K alpha inh	GLP-1R agonist	DRD3 antagonist
37	COc1ccc(N2C(=O)CC(N(Cc3ccc(S(N)(=O)=O)cc3)C(C)=O)C2=O)cc1 (stereo unspecified)	-5.2	-23%	8	-24%	0
38	COC(=O)c1ccc(CSc2nnc3c(Cl)cc(Cl)cn23)o1	-0.3	-9%	·	-2%	-13
39	COc1cc(OC)cc(C(C(=O)NC2CCCCC2)N(C(=O)c2ccno2)c2ccccc2)c1 (stereo unspecified)	-1.4	-1%	7	-11%	0
40	CN(C(=O)c1ccc2c(c1)S(=O)(=O)N=C1CCCCCN12)c1ccccc1	-0.3	-7%	-1	9%	-6
41	C/C=C/c1cccc(-c2nc(C(=O)NC3CCC3)cc3c2[C@H](CCO)N(S(=O)C(C)(C)C)C3)c1 (stereo partly specified)	-0.5	-1%	-9	5%	0
42	COc1ccc(NC(=O)c2cc(-c3cccnc3)nc3ccc(C)cc23)cc1OC	1.6	-11%	·	4%	49
43	Cn1c(/C=C/c2ccc(Cl)cc2Cl)c([N+](=O)[O-])c(=O)n(C)c1=O	-3.6	-11%	3	-1%	?
44	O=C(COC(=O)c1cncc(Br)c1)Nc1ccc(S(=O)(=O)N2CCOCC2)cc1	1.4	-7%	?	-4%	-3
45	O=C1NC(=O)C(c2ccc(Cl)cc2Cl)N1 (stereo unspecified)	-2.9	-22%	-2	15%	-12

no.	GLP-1R inv ag	PLK1 PBD inh	GLP1R cytotox	D3 ag
37	1%	-5%	-9%	-3
38	6%	-16%	7%	-13
39	-30%	-1%	-6%	3
40	1%	-14%	12%	-5
41	24%	-20%	3%	-6
42	5%	0%	-7%	19
43	?	-23%	12%	-7
44	0%	-5%	-11%	0
45	11%	-3%	0%	-13

Record cards (already shown). Order of screens: IL-2 act	WRN helicase inh	PI5P4K alpha inh	GLP-1R agonist	DRD3 antagonist	GLP-1R inv ag	PLK1 PBD inh	GLP1R cytotox	D3 ag
Shown for Cn1c(/C=C/c2ccc(Cl)cc2Cl)c([N+](=O)[O-])c(=O)n(C)c1=O → -3.6	-11%	3	-1%	?	?	-23%	12%	-7
Shown for O=C(COC(=O)c1cncc(Br)c1)Nc1ccc(S(=O)(=O)N2CCOCC2)cc1 → 1.4	-7%	?	-4%	-3	0%	-5%	-11%	0
